Assay outcomes as filed in PubChem.
D2 agonist: activates the human D2 dopamine receptor | P14416 | HEK293 T-REx D2 cells, calcium flux agonist mode | activation, % at 2 µM | 340,000 compounds, 0.53% hits | AID 485358;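 active means activation over 3 SD above normal in the single-dose calcium agonist read, cut at about 30% in these data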; further: 0% is about no effect
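In this primary screen, compounds producing a positive calcium signal within 180 s of addition to tetracycline-induced, force-coupled HEK293 Trex D2 cells are flagged; cells are dye-loaded with a no-wash calcium kit beforehand.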
USP1-UAF1 inh: USP1/UAF1 (human) deubiquitinase inhibition | 390,000 compounds, 0.23% hits | recombinant USP1/UAF1, Ub-Rhodamine cleavage fluorescence | AID 743255 | O94782 | Potency, µM (top dose mostly 57.1 µM), inactives show at the top dose activity change, negative = inhibition, usual class: inhibitors; further: potency means the concentration at half of the fitted maximal effect; on the % scale 0 is the no-effect control and ±100 the full control effect; nearly all actives have a fitted effect of over 60% in size; inactives centre near -12
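In this screen, compounds sit with the deubiquitinase complex (1nM) for 15 min at room temperature before Ub-Rho is added at 150nM final. Fluorescence rise is then followed for 6 reads every 60 seconds.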
PI4K2A inh: PI4K2A (human) kinase inhibition. 420,000 compounds, 0.13% hits. AID 1346378. Q9BTU6. activity change, negative = inhibition, % at 76.9 µM. purified PI4K2A, ADP-Glo luminescence, 1 h; hits give low values; in the data active means activity change below about -50%; inconclusive means mostly about -30% to -49%;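 further: -100% = wells without enzyme as full effect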
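PI4K2A activity was measured by ADP-Glo luminescence: enzyme (4 ug/mL stock) and phosphatidylinositol (1.2 mM stock) in Tris pH 7.5/MgCl2/EGTA/Triton X-100 buffer were reacted with ATP (300 microM stock) for one hour at ambient temperature.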
TRHR agonist: agonists of human TRH receptor; P34981; TRHR cells, calcium flux fluo-8, FDSS agonist mode; activation, % at 2 µM; 360,000 compounds, 0.18% hits; in the data active means activation above about 30%; further: 0% is about no effect
Target sequence (P34981 whole entry, looked up): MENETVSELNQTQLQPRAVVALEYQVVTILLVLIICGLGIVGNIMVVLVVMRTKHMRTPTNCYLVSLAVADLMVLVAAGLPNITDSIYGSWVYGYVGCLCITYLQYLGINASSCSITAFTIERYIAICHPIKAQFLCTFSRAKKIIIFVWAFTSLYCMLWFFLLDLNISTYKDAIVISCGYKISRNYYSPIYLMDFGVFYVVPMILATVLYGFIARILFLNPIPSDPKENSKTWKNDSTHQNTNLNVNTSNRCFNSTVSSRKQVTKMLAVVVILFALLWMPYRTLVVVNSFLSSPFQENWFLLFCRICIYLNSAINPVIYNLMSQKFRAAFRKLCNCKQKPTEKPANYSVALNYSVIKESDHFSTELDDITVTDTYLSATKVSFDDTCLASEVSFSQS
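Agonist-mode FDSS calcium read (Ex 480/Em 530, 1 s cycles) in 1536-well TRHR cells with fluo-8 dye, after 10-cycle baseline and 23 nL compound addition; TRH at EC20 (10 nM final) added afterwards for the enhancer phase.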
TrxR1 substrate: rat thioredoxin reductase 1 substrate activity. AID 588456. purified TrxR1 substrate turnover, NADPH consumption readout. 390,000 compounds, 0.01% hits. O89049. Potency, µM (highest dose often 114 µM), inactives show at the top dose activity change, negative = substrate turnover; further: potency means the concentration at half of the fitted maximal effect; on the % scale 0 is the no-effect control and ±100 the full control effect; nearly all actives have a fitted effect of over 50% in size
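Rat TrxR1, dispensed at 90 nM, was prereduced with 400 uM NADPH (final) for 5 min at ~22 deg C, then incubated with compound 15 min before 400 uM selenite. A first-read NADPH fluorescence drop versus no-compound background flagged substrates.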
D2 antagonist: antagonizes the human D2 dopamine receptor; HEK293 TREx D2 cells, calcium flux, dopamine EC80; AID 485344; P14416; 340,000 compounds, 2% hits; inhibition, % at 10 µM; in the data active means inhibition above about 30%; further: 0% is about no effect
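Overnight-induced (tetracycline, 30 C) HEK293 T-REx cells carrying force-coupled D2 receive a no-wash calcium dye, then compound, then EC80 dopamine at 180 s; signals are read kinetically throughout.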
rTrxR1 inhibitor: rat TrxR1 inhibition | 390,000 compounds, 1% hits | Potency, µM (top dose mostly 114 µM), for the others: top-dose activity change, negative = inhibition, hits mostly inhibitors | O89049 | recombinant rTrxR1, NADPH fluorescence consumption, selenite substrate; further: potency means the concentration at half of the fitted maximal effect; on the % scale 0 is the no-effect control and ±100 the full control effect; nearly all actives have a fitted effect of over 65% in size
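Rat TrxR1 (90 nM in the dispensed reagent) was pre-reduced with 400 uM NADPH for 5 min at room temperature, then incubated with compound for 15 min. After 400 uM selenite was added, NADPH fluorescence (Ex 340/Em 450 nm) was followed for 8 min.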
TRHR PAM: allosterically enhances the human TRH receptor; TRHR cells, fluo-8 calcium fluorescence, EC20 TRH enhancement; enhancement, % at 2 µM; P34981; 360,000 compounds, 0.66% hits; in the data active means enhancement above about 30%; further: 0% is about no effect
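Enhancer read-out: after compound pinning and an initial kinetic agonist-mode read, an EC20 of TRH (10 nM final) was injected and fluo-8 calcium signal (Ex 480/Em 530) followed at 1 s/cycle for 100 cycles in TRHR-expressing cells.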
mIDH1 inhibitor: inhibitors of human mutant IDH1 R132H; O75874; IDH1-R132H enzyme, NADPH consumption, diaphorase/resazurin fluorescence; Potency, µM (doses to about 76.6 µM), for inactives: at the highest dose activity change, negative = inhibition, most hits filed as inhibitors; 390,000 compounds, 0.093% hits; AID 602179; further: potency means the concentration at half of the fitted maximal effect; on the % scale 0 is the no-effect control and ±100 the full control effect; nearly all actives have a fitted effect of over 65% in size
Target sequence (O75874 whole entry R132H, stated change not applied): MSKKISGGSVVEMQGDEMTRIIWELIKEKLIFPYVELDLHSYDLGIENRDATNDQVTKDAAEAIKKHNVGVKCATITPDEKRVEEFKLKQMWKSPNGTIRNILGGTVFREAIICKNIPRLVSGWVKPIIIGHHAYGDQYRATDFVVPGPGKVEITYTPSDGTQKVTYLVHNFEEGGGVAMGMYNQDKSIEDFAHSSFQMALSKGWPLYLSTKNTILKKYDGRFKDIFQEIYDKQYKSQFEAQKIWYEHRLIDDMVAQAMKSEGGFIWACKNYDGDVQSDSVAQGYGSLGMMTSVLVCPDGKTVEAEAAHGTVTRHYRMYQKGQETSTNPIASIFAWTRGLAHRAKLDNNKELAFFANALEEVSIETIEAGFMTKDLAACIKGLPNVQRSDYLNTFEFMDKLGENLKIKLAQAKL
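IDH1-R132H (0.5 ug/mL dispensed) in pH 7.5 Tris buffer was preincubated 30 min with compound, then given a substrate mix of 0.016 mM NADPH and 2 mM alpha-KG for 80 min at room temperature; remaining NADPH was read by diaphorase/resazurin fluorescence.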
An asterisk follows results filed as active; ? = inconclusive; . = no result given; [ ] = another dose, or the depositor's remark. Unless noted, the call rests on the fitted dose curve; in most records, active means well fitted inhibition curve with a large enough effect; inconclusive means small, poorly fitted or top-dose-only effect; inactive means no such curve, though single readings can be large or run the other way.

SMILES	D2 agonist	USP1-UAF1 inh	PI4K2A inh	TRHR agonist	TrxR1 substrate	D2 antagonist	rTrxR1 inhibitor	TRHR PAM	mIDH1 inhibitor
N#CCC(=O)Nc1ccc(C(=O)NCC2(N3CCOCC3)CCCCC2)cc1	0.5	-17.4%	-1.7	0.2	4.8%	9.8	20.5%	-0.1	2.5%
CC1CCCN(C(=O)COC(=O)c2cccc(NS(=O)(=O)c3ccccc3)c2)C1 (centres undefined)	0.8	-22.8%	-1.2	-0.4	4.6%	0.2	19.0%	-3.9	4.2%
COc1ccc(F)cc1S(=O)(=O)NC1CC(C)(C)NC(C)(C)C1	-0.3	-13.0%	1.9	-0.9	-7.5%	-13.6	-12.7%	1.5	9.8%
Cc1ccc(C(C(=O)NC(C)(C)C)N(Cc2ccco2)C(=O)CCC(=O)Nc2ccccn2)cc1 (centres undefined)	-0.1	-10.5%	-1.5	0.1	0.5%	-9.0	3.1%	-9.4	0.3%
CCSc1cc(C)nc2c(-c3ccccc3)cnn12	1.2	-15.8%	1.8	-0.6	4.2%	17.2	11.8%	-4.7	-15.9%
Cc1ccc(NC(=O)c2cc([N+](=O)[O-])ccc2Cl)c(O)c1	.	-3.2%	5.2	-0.9	3.0%[57.1 µM]	.	31.8%[57.1 µM]	4.1	14.9%
CCOP(=O)(OCC)/C(C#N)=C/c1c[nH]c2ccccc12	-0.6	-6.2%	-3.3	-0.3	-10.4%[57.1 µM]	-3.6	-13.8%[57.1 µM]	4.7	3.1%
Cc1ccc(S(=O)(=O)NCCSc2nnnn2-c2ccc(C(N)=O)cc2)cc1	0.1	-15.2%	-5.0	-0.2	-1.7%	27.0	-0.3%	1.2	-5.1%
CN1CCN(CCC(=O)Nc2ccc(Cl)cc2)CC1	0.0	-16.7%	-5.3	0.3	10.7%[11.4 µM]	.	26.0%	1.8	-2.4%
O=C(NNC(=S)Nc1ccccc1C(F)(F)F)c1cccnc1	6.0	-8.1%	-2.1	0.5	-10.5%[57.1 µM]	-20.1	-9.6%[57.1 µM]	4.0	-0.9%
O=C(CCCc1ccccc1)NCCN1CCOCC1	0.7	7.8%	-4.2	0.1	1.1%	4.4	20.5%	2.6	2.8%
CSC1=NC2(CCN(C(=O)NC3CCCCC3)CC2)N=C1c1ccc(C(C)(C)C)cc1	0.5	4.6%	-3.1	2.3	2.2%	.	17.7%	10.8	-0.2%
CCCOc1ccc(N2C(=O)CC(NCc3ccncc3)C2=O)cc1 (centres undefined)	-0.1	-13.0%	4.6	-0.2	-10.4%	-13.6	?	3.6	1.7%
Nn1c(SCC(=O)Nc2nc3ccccc3s2)nncc1=O	-0.1	-18.1%	-0.1	0.9	11.5%	-11.6	10.4%	-2.9	1.6%
CCN(C(=O)CSc1nnc(-c2ccc(F)cc2)c2ccccc12)C1CCS(=O)(=O)C1 (centres undefined)	1.4	-19.7%	8.0	-1.4	0.6%	-16.6	27.7%	-7.4	7.3%
CCC1=C(OC(=O)N(CC)CC)N2C(=O)OC(=NCC(=O)OC)[C@]2(Cc2ccccc2)[C@H]2C1=CC[C@H]1C(=O)N(CC(=O)OC)C(=O)[C@H]12	0.0	-21.5%	2.0	-0.1	-4.7%	-28.3	6.0%	7.6	22.9%
CC(C)(C)C(=O)N1CCC[C@H]1C(O)(c1ccccc1)c1ccccc1	-1.6	-8.6%	?	-1.5	3.8%	1.5	15.7%	26.3	6.0%
O=C(O)C(Cc1ccccc1)NS(=O)(=O)c1ccc2c(c1)OCCO2 (centres undefined)	0.3	-4.1%	0.0	-0.1	-6.0%	-0.7	-7.7%	-5.8	-3.3%
CC(C)n1cc([C@@H]2C[C@H]3CN(Cc4cccc(Cl)c4)C(=O)[C@]34CCCN24)cn1	-1.7	-11.0%	-3.8	-1.0	-5.3%	9.6	5.6%	-0.4	-3.6%
CCCOC(=O)C1[C@H]2C(=O)N(C(C)c3ccc(OC)cc3)C[C@]23C=C[C@H]1O3 (some centres undefined)	0.5	-17.2%	-0.8	0.2	0.9%	4.9	6.1%	0.7	1.7%
O=c1cc(CN2CCN(CCO)CC2)c2cc3c(cc2o1)CCC3	1.5	-21.8%	-5.0	0.2	-3.5%	1.5	-15.9%	-4.4	1.0%
CCCC(=O)NC(=S)Nc1ccc(C(C)=O)cc1	0.0	-7.9%	-2.2	0.2	-2.2%	-11.2	-5.9%	-0.2	5.0%
O=C(CSc1nnc2ccccn12)N1CCc2ccccc2C1	0.3	-2.4%	1.2	0.1	-5.8%[11.4 µM]	5.6	-19.5%[11.4 µM]	-8.9	-2.2%
CCOc1ccc(NC(=O)CN(c2ccc(OCC)cc2)S(=O)(=O)c2c(C)[nH]c(=O)[nH]c2=O)cc1	-0.5	-26.0%	6.7	-0.3	2.6%	-5.1	15.8%	-5.1	9.9%
O=C(Nc1cc(S(=O)(=O)N2CCOCC2)ccc1N1CCCC1)c1cc(=O)[nH]c2ccccc12	-0.7	-5.0%	0.6	0.0	-10.4%	10.0	-19.4%	-5.6	-4.4%

Record cards, as listed above. Order of values: D2 agonist | USP1-UAF1 inh | PI4K2A inh | TRHR agonist | TrxR1 substrate | D2 antagonist | rTrxR1 inhibitor | TRHR PAM | mIDH1 inhibitor
Nn1c(SCC(=O)Nc2nc3ccccc3s2)nncc1=O as listed: -0.1 | -18.1% | -0.1 | 0.9 | 11.5% | -11.6 | 10.4% | -2.9 | 1.6%
CCOP(=O)(OCC)/C(C#N)=C/c1c[nH]c2ccccc12 as listed: -0.6 | -6.2% | -3.3 | -0.3 | -10.4%[57.1 µM] | -3.6 | -13.8%[57.1 µM] | 4.7 | 3.1%
CCCOC(=O)C1[C@H]2C(=O)N(C(C)c3ccc(OC)cc3)C[C@]23C=C[C@H]1O3 (some centres undefined) as listed: 0.5 | -17.2% | -0.8 | 0.2 | 0.9% | 4.9 | 6.1% | 0.7 | 1.7%

(further entries)
SMILES	D2 agonist	USP1-UAF1 inh	PI4K2A inh	TRHR agonist	TrxR1 substrate	D2 antagonist	rTrxR1 inhibitor	TRHR PAM	mIDH1 inhibitor
CC(=O)c1cccc(CN2CCN(C(C)C)C(CCO)C2)c1 (centres undefined)	0.4	-0.3%	1.9	0.0	7.2%[57.1 µM]	-10.1	13.9%[57.1 µM]	-0.6	9.5%
CN(CC(=O)NCc1ccc2c(c1)OCO2)S(=O)(=O)c1ccc(Cl)cc1	.	-12.6%	1.8	.	-5.0%	.	25.5%	.	-3.8%
CCOC(=O)/C(C#N)=C\c1ccc(O)c(OC)c1	1.4	-16.4%	-0.4	0.9	-2.8%[57.1 µM]	-5.8	-2.3%[57.1 µM]	-0.3	25.6%
O=C(C(=O)N1CCN(Cc2ccccc2)CC1)c1c[nH]c2ccccc12	.	-25.1%	4.0	.	-7.5%	.	-15.4%	.	-2.1%
O=C(Nc1c(C(=O)Nc2cccc(F)c2)oc2ccccc12)c1cc2ccccc2o1	0.9	-23.0%	-1.5	0.4	27.6%	.	41.2%[activator]	-4.2	3.9%
Cc1ccc(NC(=O)N(CCC#N)Cc2ccccc2)cc1	-0.2	-4.6%	-0.8	-0.4	-2.4%	-11.1	2.4%	-3.4	1.6%
CCN(CC)P(=O)(Nc1ccc(SC(F)F)cc1)c1ccc(N(C)C)cc1NC(=O)c1ccco1 (centres undefined)	-1.2	-20.5%	-3.8	-1.7	10.4%	-2.9	23.8%	-0.4	-0.1%
COc1cc(Cl)c(C)cc1NC(=O)c1cnc(N2CCOCC2)c2ccccc12	0.6	?	0.1	-0.5	0.3%[57.1 µM]	.	22.9%[57.1 µM]	4.3	23.9%
N#CC1(NC(=O)COC(=O)CCN=C2NS(=O)(=O)c3ccccc32)CCCCC1	-0.5	-1.9%	-1.7	-0.3	2.6%[57.1 µM]	5.6	-4.1%[57.1 µM]	-1.4	1.0%
CCOC(=O)c1nn(-c2ccccc2C)c2nc(-c3ccc(Cl)cc3)c(C#N)c(=O)n12	0.0	-3.0%	7.4	-0.3	15.6%[57.1 µM]	-3.4	15.5%[57.1 µM]	4.3	2.2%
O=C(N/N=C/c1cccs1)c1cc(-c2ccc(Cl)s2)[nH]n1	-2.5	-13.3%	-2.1	-2.5	5.1%	-1.3	20.4%	1.1	0.2%
Cc1ccc(NC(=O)Cn2c(=O)n(CCC(=O)NCCc3ccccc3)c(=O)c3ccccc32)cc1	-1.6	-16.2%	-1.4	-0.9	-0.9%	.	10.5%	-0.9	-10.0%
O=C(NCC1COc2ccccc2O1)C1C2C=CC3(CN(Cc4cccs4)C(=O)C13)O2 (centres undefined)	-0.1	-15.9%	0.9	-0.1	14.1%[57.1 µM]	-8.5	10.0%[57.1 µM]	-1.0	5.8%
CS(=O)(=O)N1CCN(C(=O)c2cccnc2)CC1	0.4	-19.5%	0.0	0.4	10.5%	1.4	20.1%	4.2	3.3%
Cc1ccc(CN2C(=O)C3(c4ccccc42)N(c2ccc(C)c(Cl)c2)C(=O)CS3(=O)=O)cc1 (centres undefined)	0.2	-14.7%	0.8	0.6	5.5%	.	14.0%	9.5	23.9%
Cc1ccc(C)c(NC(=O)CN(C)C(=O)c2ccc(S(=O)(=O)N3CCCCCC3)cc2)c1	0.2	-14.7%	2.3	-0.3	5.9%	-2.6	18.0%	12.6	5.8%
O=C(CSc1nc2sc3c(c2c(=O)n1-c1ccccc1)CCCC3)NCc1ccco1	1.5	-16.7%	-1.8	0.1	0.4%	-1.1	-30.3%	-1.3	-10.6%
CC(=O)c1cn(CC(=O)NCc2cccnc2)c2ccccc12	1.5	-10.9%	-2.5	0.3	2.6%	20.4	-3.1%	-2.3	0.0%
COc1ccccc1NC(=O)C(C)OC(=O)C1CC(=O)N(c2ccc3c(c2)OCCO3)C1 (centres undefined)	-1.0	-3.7%	-1.1	-1.4	-0.4%	14.7	3.5%	-5.8	-2.9%
CCOc1ccc(-c2c(C#N)c(N)nc3sc(C(=O)c4ccccc4)c(N)c23)cc1	0.6	-10.4%	1.3	2.9	-3.3%	13.2	12.4%	-1.9	0.8%
COC(=O)c1cn(Cc2c(C)cc(C)cc2C)nn1	1.0	-5.8%	3.9	-0.5	-6.0%	-20.2	-10.9%	3.0	5.2%
